MC4R antag cAMP: human MC4R antagonism in cAMP assay; P32245; MC4R-expressing cells, MTII-stimulated cAMP, LANCE TR-FRET; inhibition, % at 6.5 µM; hit rate 0.48% among 360,000;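 active = inhibition above its plate's cutoff, the mean of tested wells on that plate plus 3 SD, cut at about 29% in these data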;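 also: 0% = Melanotan II alone and 100% = Melanotan II plus saturating MCL0020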
Target sequence (P32245 whole entry, looked up): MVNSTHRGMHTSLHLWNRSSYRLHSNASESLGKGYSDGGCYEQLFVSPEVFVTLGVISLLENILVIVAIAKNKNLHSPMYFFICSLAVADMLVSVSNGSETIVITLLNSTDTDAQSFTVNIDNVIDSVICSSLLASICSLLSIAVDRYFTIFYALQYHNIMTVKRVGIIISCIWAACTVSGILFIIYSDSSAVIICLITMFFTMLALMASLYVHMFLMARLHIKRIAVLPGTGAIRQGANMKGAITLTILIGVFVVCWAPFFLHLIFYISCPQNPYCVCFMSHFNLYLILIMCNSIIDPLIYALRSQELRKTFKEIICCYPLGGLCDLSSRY
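Assay system: U2OS-MC4R stable cell line; Also added: Melanotan II; Technique: Eu-cAMP/anti-cAMP TR-FRET, emission 671 nm; Times: 30-min compound, 1-h challenge, 1-h detection, room temperature.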
aDG glyco up: alpha-DG glycosylation activation; Pro5-aDG cells, alpha-DG glycosylation AlphaScreen (IIH6); 0% Pro5, 100% B10-LARGE cell signal; activation, % at 10 µM; hit rate 0.22% among 360,000; AID 624168;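 active = activation of at least 8% versus controls, or a plate z-score of at least 8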;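 also: Pro5 are CHO cells carrying HIG-tagged alpha-DG that lacks glycosylation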
CaV13 ICDI inh: Disruptors of the CACNA1D IQ motif to Ca2+-dependent inactivation inhibitor domain association, primary screening, Förster resonance energy transfer in intact living …; HEK cells, CFP/YFP FRET ICDI-IQ, plate reader, 10 min; percent FRET-ratio fall versus neutral wells; inhibition, % at 12.3 µM; hit rate 0.098% among 340,000; AID 743397;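 active = mean replicate inhibition of at least 30% and at least 1% of replicates passing that level; inconclusive = only one of the two criteria is met; inactive = neither criterion is met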;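 also: 0% = median of the neutral control wells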
PDI turbidity: inhibitors of human protein disulfide isomerase. P07237. PDI insulin aggregation turbidity, A650, 90 min. inhibition, % at 10 µM. hit rate 0.052% among 350,000. AID 588391;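 active = mean inhibition across replicates of 30% or more, whatever share of single replicates reach that level; inconclusive = mean inhibition below 30% while every single replicate reaches 30%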;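 also: absorbance from insulin aggregation driven by PDI reduction with DTT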
N-glyco inh: N-linked glycosylation inhibition; hit rate 0.23% among 360,000; D54 ERlucT glycosylation luciferase reporter, 24 h; percent of 100 nM tunicamycin response; AID 588692; reporter increase, % at 12.5 µM;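 active = mean luciferase reporter signal, scaled so untreated is 0 and the glycosylation-blocking control 100, at or above a set limit in every replicate; inconclusive = mean reaches the limit but not every replicate does; inactive = mean below the limit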;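 also: luciferase carries N-glycosylation sites so blocking glycosylation raises the light; 0% = median of neutral control wells and 100% = median of 100 nM tunicamycin wells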
Cardio protect: modulators protecting cardiomyocytes from myocardial damage. H9c2 cardiomyocytes, H2O2 injury protection, ATPLite, 2 h. protection from H2O2 cell death, % at 20 µM. hit rate 0.63% among 360,000;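 active = compounds giving at least 50% protection of heart cells from peroxide-induced death in the single-dose screen, raw or plate-pattern-corrected value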;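 also: 0% = DMSO wells with peroxide and 100% = DMSO wells without peroxide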
HTR2A ag: agonists of mouse serotonin 5-HT2A receptor (HTR2A). P35363. CHO-K1 mHTR2A beta-arrestin complementation, luminescence; percent of 30 µM serotonin response. activation, % at 7.6 µM. hit rate 0.66% among 360,000. AID 624169;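 active = activation above a run cutoff, the mean activation of all tested compounds plus 3 SD, cut at about 14% in these data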;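 also: 0% = plate median of compound wells and 100% = 30 µM serotonin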
Target sequence (P35363 whole entry, looked up): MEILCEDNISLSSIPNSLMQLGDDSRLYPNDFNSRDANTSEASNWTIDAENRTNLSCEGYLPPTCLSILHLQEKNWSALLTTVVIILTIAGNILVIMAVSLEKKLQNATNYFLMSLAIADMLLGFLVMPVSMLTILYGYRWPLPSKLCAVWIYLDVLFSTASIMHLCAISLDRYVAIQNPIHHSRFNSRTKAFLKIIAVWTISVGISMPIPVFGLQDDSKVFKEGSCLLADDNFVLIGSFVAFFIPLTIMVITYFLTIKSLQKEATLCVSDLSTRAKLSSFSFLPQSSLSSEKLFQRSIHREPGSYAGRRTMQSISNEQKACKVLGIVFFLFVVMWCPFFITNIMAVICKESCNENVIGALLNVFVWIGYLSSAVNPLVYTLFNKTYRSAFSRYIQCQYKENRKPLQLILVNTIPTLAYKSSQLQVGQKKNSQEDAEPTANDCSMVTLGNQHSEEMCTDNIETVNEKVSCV
ABCB6 inh MLPCN: blocks the human ABCB6 transporter; fluorescence ratio to DMSO, % at 10 µM; AID 602162; Q9NP58; K562-ABCB6 porphyrin accumulation, flow cytometry, 1 h; stronger effect = lower value; hit rate 0.19% among 360,000;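 active = fluorescence ratio to DMSO below 75%, the collection mean minus 3 SD; inconclusive = too few cells collected in the well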;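 also: signal is porphyrin accumulated inside mitochondria; 100% equals median channel fluorescence of DMSO control wells; lower ratio means ABCB6 inhibition with less porphyrin fluorescence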
Vif imaging: blocks HIV Vif function; inhibition, % at 7.49 µM; HEK293T cells, Vif self-association by quenched fluorescence, imaging, 24 h; hit rate 0.35% among 340,000; AID 602346; in the data active = inhibition above about 50%, passing the limit was not always enough; inconclusive = no clear call, values can overlap the other calls; inactive = below about 31%; also: some results filed as inactive read as strong as hits
MC4R barr agon: human MC4R agonism via beta-arrestin; U2OS MC4R beta-arrestin complementation, luminescence; percent of melanotan II response, DMSO zero; AID 540308; hit rate 0.98% among 360,000; P32245; activation, % at 8.9 µM;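 active = activation above a per-plate cutoff, the mean activation of sample wells on that plate plus 3 SD, cut at about 8% in these data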
* marks the source's active call; other numbers are inactive results; i = inactive; ? = inconclusive; / = not tested or not shown.

| SMILES | ABCB6 inh MLPCN | CaV13 ICDI inh | HTR2A ag | MC4R barr agon | Cardio protect | Vif imaging | aDG glyco up | MC4R antag cAMP | N-glyco inh | PDI turbidity |
| --- | --- | --- | --- | --- | --- | --- | --- | --- | --- | --- |
| COc1cccc(CNC(=O)CCNC(=O)N2CC(=O)Nc3ccccc32)c1 | 88 | -13 | 12 | -0.8 | 0 | 6 | 0.2 | -4 | 16 | -6 |
| CN(C)c1ccc(C2(O)C(=O)c3ccccc3C2=O)cc1 | 101 | -5 | 2 | -0.9 | -1 | 2 | -0.2 | 5 | 2 | ? |
| CC(=O)N1CC=CC1(C)C(=O)NCc1cc(F)cc(C(F)(F)F)c1 (stereo unspecified) | 97 | -6 | 1 | -1.8 | 6 | -3 | 0.0 | 6 | 3 | -2 |
| Clc1ccc(-c2c[nH]c3ccccc23)nn1 | 98 | -6 | 0 | -1.6 | -3 | 11 | 0.1 | 1 | 2 | 0 |
| COc1ccc(CC(N)c2csc(NC(=O)NC(c3ccccc3)c3ccccc3)n2)cc1 (stereo unspecified) | 93 | -12 | -6 | 13* | -29 | 2 | -0.9 | 8 | -7 | 2 |
| O=c1[nH]cnc2c1ncn2[C@@H]1C[C@@H](O)[C@H](CO)O1 | 99 | -4 | 0 | -3.0 | 9 | 5 | -0.1 | 1 | 0 | -1 |
| OC1CCCC1NCc1ccnc2cc(Cl)ccc12 (stereo unspecified) | 96 | -7 | 0 | -1.0 | -8 | 6 | 0.9 | 7 | -2 | -3 |
| COc1cc(-c2nnc(-c3ccccc3)o2)cc(OC)c1OC | 113 | -6 | 0 | 1.6 | 36 | / | 0.0 | 12 | 4 | 0 |
| COCCn1c(SCC(=O)NC2CCCCC2C)nc2ccccc2c1=O (stereo unspecified) | 99 | -7 | 2 | 0.1 | 2 | 22 | 0.0 | 7 | -1 | -8 |
| Cn1cc(/C=N/NC(N)=S)c2ccccc21 | 95 | -2 | 0 | -1.5 | -4 | 0 | -0.1 | -3 | 1 | -5 |
| CCOC(=O)c1c(NC(=O)C(C)OC(=O)c2ccc(NC(=O)CC#N)cc2)sc2c1CCCC2 (stereo unspecified) | 98 | -3 | 3 | 1.5 | 6 | / | -0.3 | 16 | -4 | -3 |
| Oc1oc(-c2ccco2)nc1C=Nc1cccc(Cl)c1 | 98 | -8 | -2 | 0.6 | 9 | / | 0.2 | -7 | 1 | 28 |
| CN(C)c1ccc(N/C=C/C(=O)c2ccc(F)cc2)cc1 | 105 | / | 2 | 0.5 | -9 | 2 | -0.4 | -4 | -16 | 5 |
| Cc1oc(-c2cc(F)ccc2F)nc1CN1CCN(C)C(=O)[C@@H]1C | 100 | -18 | 7 | -1.9 | 4 | -5 | -0.1 | -5 | 0 | 14 |
| CN(C(=O)CN1CCN(c2cc(-c3ccc(OCc4ccccc4)cc3)ncn2)CC1)c1ccccc1 | 89 | -7 | 2 | -0.6 | -23 | -17 | 3.4 | 3 | -5 | -17 |
| Cc1cccn2c(N)c(-c3ccccc3)nc12 | 85 | 0 | 1 | -1.4 | 12 | -6 | 0.2 | 0 | 1 | -1 |
| COc1ccc(CN2C(=O)C(O)(CC(=O)c3ccc4c(c3)OCO4)c3ccccc32)cc1OC (stereo unspecified) | 94 | -6 | 2 | -0.6 | 13 | 2 | 0.2 | 23 | -3 | -24 |
| CC(C)(C)NC(=O)/C(=C/c1cccnc1)NC(=O)c1ccco1 | 102 | -4 | 2 | -2.7 | 2 | -6 | -0.3 | 15 | 0 | -8 |
| CCC(=O)Nc1ccc(C(=O)Nc2ccc3c(c2)OCO3)cc1 | 116 | / | -1 | -2.0 | -8 | -6 | 0.0 | 0 | 2 | -7 |
| Cc1ccnc(NC(=O)CCN2C(=O)c3ccccc3S2(=O)=O)n1 | 95 | -7 | -6 | -5.1 | 5 | 3 | -0.1 | 15 | 1 | 4 |
| O=C(Nc1cccnc1)c1cc(-c2cc(Cl)ccc2O)n[nH]1 | 104 | -2 | -2 | 2.1 | -5 | -10 | -0.1 | -11 | 0 | 5 |
| CCS(=O)(=O)c1ncc(Cl)c(C(=O)Nc2ccc(S(=O)(=O)N(C)c3ccccc3)cc2)n1 | 39* | -2 | -11 | -4.9 | -20 | 13 | -0.5 | 52* | -18 | -2 |
| Cc1ccc(Cc2nnc(SCC(=O)Nc3c(C)cccc3C)[nH]c2=O)cc1 | 96 | -1 | 8 | -2.9 | 6 | -11 | 0.1 | -1 | 2 | -1 |
| CN(C)c1ccc(-c2nnn(CC(=O)N3c4ccccc4CCc4ccccc43)n2)cc1 | 88 | -7 | -2 | -0.6 | 7 | 4 | -0.2 | 11 | -4 | 2 |
| CCC1(CC)NC(=O)N(CC(=O)OC(C)C(=O)Nc2cc([N+](=O)[O-])ccc2OC)C1=O (stereo unspecified) | 96 | -6 | -2 | 0.1 | 1 | / | 0.7 | 8 | 1 | -4 |
| O=C(CC[C@H]1O[C@@H](n2ccc(=O)[nH]c2=O)[C@H](O)[C@@H]1O)N[C@H](Cc1ccccc1)C(=O)NCc1cccs1 | 103 | -6 | 3 | / | 2 | 15 | -0.1 | / | 1 | / |
| CC1(N(O)/C=C2\C=CC=CC2=O)CCCCC1=O (stereo unspecified) | 99 | -6 | 3 | 0.0 | 5 | 2 | 0.0 | 13 | 0 | 2 |
| CCCN1CCN(C(=O)c2cc3c(s2)-c2ccccc2OC3)CC1 | 90 | -10 | 2 | -0.8 | 10 | -7 | 0.2 | 9 | -10 | / |
| Cc1nnc2n(c1=O)N=C(c1ccc(Cl)cc1)CS2 | 95 | -4 | -1 | -1.6 | -4 | 12 | -0.4 | 3 | ? | -31 |
| Cc1ccc(C(=O)N(c2c(C)n(C)n(-c3ccccc3)c2=O)C(C)C)cc1 | 78 | -7 | -6 | 0.6 | -2 | 3 | -0.1 | -1 | 1 | 8 |
| Cc1ccc(-n2nnc3c(SCC(=O)NCC4CCCO4)ncnc32)cc1 (stereo unspecified) | 106 | / | 5 | 0.5 | -24 | -14 | -0.4 | 16 | 1 | 11 |
| O=C(CN1C(=O)C2C3C=CC(C3)C2C1=O)Nc1ccc(C(=O)O)cc1 (stereo unspecified) | 102 | -5 | 3 | -2.4 | 11 | -4 | 0.0 | 5 | 0 | -4 |
| COC(=O)c1ccc(CSc2nc(-c3ccccc3)cs2)o1 | 93 | -9 | -7 | -1.3 | -12 | 6 | -0.4 | 6 | 1 | 4 |
| Cn1c(/C(C#N)=C(\O)COc2ccc3ccccc3c2)nc2ccccc21 | 99 | -5 | 8 | -2.1 | -11 | -7 | 0.0 | 3 | 3 | 1 |
| O=[N+]([O-])c1cc(CN(CCO)CCO)ccc1O | 94 | -17 | -1 | 1.1 | -1 | -7 | -0.1 | 4 | 1 | -3 |
| O=[N+]([O-])c1cccc(Oc2ncccc2[N+](=O)[O-])c1 | 98 | -10 | -3 | -2.3 | -1 | 12 | -0.3 | 0 | 2 | -1 |
| Cc1c(N/C(=N/S(=O)(=O)c2ccccc2)c2ccc(Cl)cc2)c(=O)n(-c2ccccc2)n1C | 93 | -4 | 4 | 2.0 | 23 | 5 | -0.2 | -7 | 0 | 6 |
| CCOCCCNC(=O)c1[nH]c(C)c(C(C)=O)c1C | 98 | -5 | 1 | 3.9 | -2 | 25 | 0.4 | -5 | -2 | -6 |
| O=C(Nc1ccccc1C(=O)OCC(=O)N1CCc2ccccc2C1)c1ccco1 | 96 | / | -4 | -1.6 | 8 | -6 | 0.0 | 6 | -2 | -6 |
| Cc1ccc(OCC(=O)Nc2ccc3c(c2)OCO3)cc1C | 103 | 0 | -3 | 0.3 | -3 | -11 | -0.1 | 26 | 0 | -5 |
| COc1ccc(CNC(=O)c2ccc(NC(=O)CC3SC(N4CCCC4)=NC3=O)cc2)cc1 (stereo unspecified) | 100 | -3 | 2 | 0.1 | 1 | -4 | 0.5 | 18 | -1 | 5 |
| CCOC(=O)c1oc2ccc(S(=O)(=O)n3nc(-c4ccc(C)cc4)cc3N)cc2c1C | 98 | -7 | -4 | -1.0 | -21 | 7 | -0.2 | 9 | -4 | -13 |
| O=C(O)CCSc1nc2ccccc2n1CCOc1ccccc1 | 93 | -8 | 3 | -1.7 | -4 | 1 | -0.1 | 13 | -1 | 6 |
| C/C(=N\Nc1cc(C)nc(-c2ccccc2O)n1)c1ccccc1O | 93 | -3 | -2 | -1.1 | 17 | -2 | -0.3 | 0 | -7 | 4 |
| CCOC(=O)C1CCN(S(=O)(=O)c2ccc(C(C)(C)C)cc2)CC1 | 103 | -2 | -1 | -1.0 | -9 | -4 | 1.2 | 0 | 0 | 1 |
| O=C(NCc1ccc(F)cc1)C1CCN(S(=O)(=O)N2CCCCC2)CC1 | 97 | -7 | 3 | 1.2 | 0 | / | 0.2 | 14 | 2 | -9 |
| N#Cc1ccccc1NS(=O)(=O)c1cc2c3c(c1)CCC(=O)N3CCC2 | 95 | -5 | 7 | -4.2 | 0 | 29 | 0.0 | 5 | 2 | -4 |
| CCOC(=O)c1sc2nccc(N(C)C)c2c1N=CNOCc1c(F)cccc1Cl | 98 | -1 | 9 | 1.4 | 2 | 2 | 0.1 | -21 | -8 | ? |
| Cc1ccc(NC(=O)COc2ccc3c(c2)OCO3)c(Cl)c1 | 104 | -13 | 3 | 4.6 | -7 | -4 | 0.3 | -2 | -3 | -6 |
| Cc1ccc(S(=O)(=O)NCC(=O)OCc2csc(-c3ccccc3)n2)cc1 | 100 | -6 | -6 | 1.6 | -23 | 1 | -0.1 | 30* | 1 | -2 |
| CN(C(=O)CSc1nccc(=O)[nH]1)C1CCCCC1 | 96 | -6 | 6 | 1.2 | 4 | 4 | 0.1 | -3 | 1 | -10 |
| O=C(/C=C\c1ccccc1)Nc1nccs1 | 92 | -5 | -4 | -1.8 | -21 | / | 0.0 | -6 | / | 4 |
| CCOc1ccc(S(=O)(=O)N/N=C(\C)c2ccc3c(c2)OCO3)cc1 | 98 | -5 | 5 | -1.4 | -6 | 7 | 0.2 | -6 | 1 | 0 |
| C#CCOCCOCCOCCNc1nc(N2CCN(C(=O)CCCCCCCCCCNC(=O)[C@H](CCCCN)n3cc(C)nn3)CC2)nc(N2CCN(C(=O)CCCCCCCCCCNC(=O)[C@@H]([C@H](C)CC)n3cc(CCCCCN)nn3)CC2)n1 | 102 | / | -1 | -1.0 | -4 | i | -0.4 | 52* | -22 | -5 |
| O=C(Cn1cc(C(=S)N2CCOCC2)c2ccccc21)N1CCOCC1 | 89 | 0 | 3 | 0.9 | 19 | -6 | 0.2 | 15 | -2 | -3 |
| Cc1cc([N+](=O)[O-])nn1CCCC(=O)NC1CCCCC1 | 97 | -14 | 0 | -1.3 | -2 | -1 | -0.1 | -5 | -3 | -2 |

Assay outcomes deposited in PubChem by several laboratories.
